Screening data as filed in PubChem.
Rv3671c protease: inhibits the M. tuberculosis serine protease Rv3671c | hit rate 0.048% among 320,000 | inhibition, % at 5.96 µM | P9WHR9; in the data active = inhibition above about 38%;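 also: extracellular domain of Rv3671c used as enzyme; 0% = enzyme with DMSO and 100% = no enzyme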
Target sequence (P9WHR9 whole entry, looked up, the tested form may be a part): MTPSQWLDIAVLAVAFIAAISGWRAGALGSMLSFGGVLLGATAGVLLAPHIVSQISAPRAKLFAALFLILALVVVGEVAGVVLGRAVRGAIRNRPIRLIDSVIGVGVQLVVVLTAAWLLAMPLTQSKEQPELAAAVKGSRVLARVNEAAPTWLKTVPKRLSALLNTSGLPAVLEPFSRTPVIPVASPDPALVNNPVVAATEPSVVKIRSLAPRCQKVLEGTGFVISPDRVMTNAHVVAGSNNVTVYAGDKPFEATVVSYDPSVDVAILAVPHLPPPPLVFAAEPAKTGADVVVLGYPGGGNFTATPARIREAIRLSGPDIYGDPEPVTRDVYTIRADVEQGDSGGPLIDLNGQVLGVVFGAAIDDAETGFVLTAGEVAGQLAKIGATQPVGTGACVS
Vc quorum ag: induces V. cholerae light production without autoinducers | hit rate 0.16% among 350,000 | activation, % at 18.7 µM | V. cholerae BH1578 lux reporter, luminescence, 6 h; in the data active = activation mostly above about 9.7%, no sharp cut-off; also: not every result past the cut was called active; inactives centre near 0; reference of the scale not given here
PriA SSB inh: K. pneumoniae PriA-SSBct interaction inhibition; inhibition, % at 33 µM; AlphaScreen SSBct-PriA binding, biotinylated peptide; hit rate 0.6% among 430,000; in the data active = inhibition mostly above about 37%, no sharp cut-off; inactive = mostly below about 20%;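 also: plate controls were negative control peptide for no effect and reference peptide for full effect; strong numbers were not always called active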
PfHsp40 yeast: compounds rescuing yeast from Plasmodium falciparum HSP40 toxicity. S. cerevisiae expressing PfHsp40, growth rescue, ATP luminescence. hit rate 0.68% among 340,000. growth rescue, % at 12.5 µM; in the data active = growth rescue above about 28%, passing the limit was not always enough;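 also: yeast W303a lacking pdr1 and pdr3 grown in galactose medium; growth measured after three days at 30 °C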
3CLpro inhibitor: SARS-CoV 3CLpro protease inhibition. inhibition, % at 6 µM. recombinant SARS-CoV 3CLpro, quenched FRET peptide cleavage. hit rate 0.14% among 290,000; in the data active = inhibition above about 12%
DUSP3 inh: inhibitors of human VHR1 phosphatase (DUSP3). P51452. recombinant VHR phosphatase, pNPP absorbance. inhibition, % at 13.3 µM. hit rate 0.52% among 290,000. AID 1654; in the data active = inhibition above about 50%; also: some compounds called inactive have numbers as strong as hits
Target sequence (P51452 whole entry, looked up): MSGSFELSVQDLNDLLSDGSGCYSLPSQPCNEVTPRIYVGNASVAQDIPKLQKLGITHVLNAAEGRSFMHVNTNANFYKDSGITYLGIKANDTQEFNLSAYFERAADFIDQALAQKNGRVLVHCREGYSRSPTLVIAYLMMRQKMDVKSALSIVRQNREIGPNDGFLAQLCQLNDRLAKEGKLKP
Yp Topo-I inh: Y. pestis Topo-I inhibition via cleavage products; Y. pestis Topo-I cleavage product accumulation, plate reader; hit rate 0.064% among 360,000; activity, % at 10 µM; AID 504884; in the data active = activity above about 50%, passing the limit was not always enough; also: inactives centre near 2
Anthrax LF prot: anthrax lethal factor protease inhibition; P15917; multiplex microsphere protease cleavage assay, LF; hit rate 0.12% among 360,000; inhibition, % at 10 µM; AID 588501; in the data active = inhibition above about 30%; also: plate controls were buffer without enzyme for full effect and enzyme alone for no effect
TcdB GH inh: blocks C. difficile toxin B glycohydrolase activity | TcdB glycohydrolase enzymatic assay, plate reader | AID 652162 | P18177 | hit rate 0.24% among 350,000 | inhibition, % at 9.99 µM; in the data active = inhibition above about 10%
MazF activator: activators of E. coli MazEF toxin-antitoxin RNase; AID 504720; P0AE70; hit rate 0.32% among 350,000; FAM/BHQ RNA-DNA oligo cleavage fluorescence, 5 h; activation, % at 20 µM; in the data active = activation above about 50%
Target sequence (P0AE70 whole entry, looked up): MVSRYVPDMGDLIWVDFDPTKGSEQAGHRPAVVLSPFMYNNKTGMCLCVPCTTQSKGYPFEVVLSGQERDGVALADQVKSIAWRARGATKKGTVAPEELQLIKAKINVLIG
Active calls of the source: *; i = inactive; nt = not tested or not shown.

SMILES	Rv3671c protease	Vc quorum ag	PriA SSB inh	PfHsp40 yeast	3CLpro inhibitor	DUSP3 inh	Yp Topo-I inh	Anthrax LF prot	TcdB GH inh	MazF activator
Cc1ccc([C@@H]2[C@@H]3C(=O)N(c4ccccc4)C(=O)[C@@H]3[C@]3(Cc4ccccc4)C(=O)N(CC4CC4)CC(=O)N23)o1	0	i	-11	-0.2	-3	1	0	-4	1.1	-2
CSC1=NC(C)(C)C=C(/C=C/c2ccc(Cl)cc2Cl)N1	-12	-0.3	10	0.7	6	9	-1	-8	1.4	-8
Clc1cccc(Cl)c1Cn1cnc2c(N3CCCCCC3)ncnc21	2	-0.4	-8	4.1	4	-2	30	-3	nt	-6
CCN(CC)S(=O)(=O)c1ccc2c(c1)nc(-c1ccccn1)n2C	2	-2.3	6	1.9	0	-32	5	-11	0.9	-16
CC(C)NC(=O)C1COc2ccccc2O1 (stereo not drawn)	-10	i	-1	0.5	-2	22	-2	0	-0.7	-1
O=C(NCc1ccco1)c1ccccc1NS(=O)(=O)c1cccs1	-4	-0.6	4	-0.7	3	-9	-4	-4	nt	0
Cc1nn(CC(=O)N2CCC3(CC2)OCCO3)c(=O)c2cc3ccccc3n12	7	i	-8	2.4	-1	-20	2	-3	1.6	4
CCCCC(=O)NC(c1ccc(OC)c(OC)c1)c1c(O)ccc2ccccc12 (stereo not drawn)	-10	-0.3	5	-1.0	-4	-5	11	-3	-0.6	9
COc1ccc(CCNC(=O)c2cc3c(=O)n4cccc(C)c4nc3s2)cc1OC	-11	-0.3	-2	-0.7	0	28	4	3	0.9	2
Cc1nn(C(=O)CCC(=O)NCc2cccc(F)c2)c2ccccc12	0	i	1	-0.8	-2	7	-5	0	1.5	1
NC(=O)CSc1nnc(Cc2cccs2)n1C1CCCCC1	7	i	-10	0.5	0	23	2	3	nt	1
O=C1c2ccccc2C2NC(=O)C3(CCCCC3)N12 (stereo not drawn)	-2	-0.2	-14	-1.2	4	-6	2	1	nt	6
CSc1ccc(/C=N/N2CCN(Cc3ccccc3Cl)CC2)cc1	0	-0.4	nt	2.1	2	20	30	-2	-0.7	-4
O=C(Nc1cccc(C(=O)Nc2ccc(Cl)cn2)c1)c1ccccc1	-39	-0.3	-10	0.1	1	8	3	7	4.0	-4
Cc1ccsc1C(=O)OCC(=O)NCC1CCCO1 (stereo not drawn)	-4	i	-4	-0.4	2	-5	1	1	nt	-1
CC(=O)O[C@H]1C2OC(=O)C(C)=C2[C@@H]2OC(=O)[C@]3(CCC4OC41C)OC23 (stereo partly drawn)	-2	i	-22	-2.0	-1	9	0	-2	nt	-1
Cc1cc(C)nc(/N=C(\N)Nc2ccc(OCc3ccccc3)cc2)n1	9	-0.3	nt	-0.9	1	22	22	-10	2.6	-2
CC(=O)C1=C(C)NC(SCC(N)=O)=C(C#N)C1c1ccco1 (stereo not drawn)	-7	i	-2	0.8	-2	8	10	0	0.9	-1
Cc1ccc(S(=O)(=O)c2nc(-c3cccs3)oc2SCC(N)=O)cc1	-1	i	2	0.7	4	24	-1	4	nt	11
O=S1(=O)c2ccccc2OC(COCc2ccccc2)CN1C1CC1 (stereo not drawn)	nt	-0.9	-9	-0.7	nt	nt	-8	-6	0.7	1
OCCCc1nc2ccccc2n1CCCCOc1ccccc1	-12	i	-1	-1.2	5	20	28	13	1.2	-1
COc1cccc(C(C)(O)c2nc(-c3ccc(F)cc3OC)cs2)c1 (stereo not drawn)	nt	i	nt	nt	nt	nt	9	-10	1.2	nt
Cc1cccc(Nc2nc(N)nc(CN3CCN(c4ccccc4F)CC3)n2)c1	7	i	29	-1.3	-7	nt	2	-4	nt	-5
CCc1c(O)nc(SCC(=O)Nc2ccccc2)n(-c2ccccc2C)c1=O	nt	-0.3	nt	nt	nt	nt	-2	-4	-1.6	1
COc1ccc(N2CCN(CCCNC(=O)CCC(=O)N3CCOc4ccc(Cl)cc43)CC2)cc1	2	-0.1	35	1.8	4	-3	13	-3	0.0	5
CCN1CCN(C(=O)c2ccc3c(=O)n(CCC4=CCCCC4)c(=O)[nH]c3c2)CC1	-2	i	-11	-0.7	8	22	-13	7	nt	-11
COCCn1c(C)cc(C2=NNC(=NC3CC3)SC2)c1C	0	-0.3	13	0.1	2	-1	10	-9	-2.3	4
CC(=O)OC(C(=O)NCc1ccco1)c1ccncc1 (stereo not drawn)	1	i	-11	-0.5	1	29	0	-3	nt	-13
Cc1ccc(C)c(NC(=O)CSc2nnc([C@@H]3CCCN3C(=O)OC(C)(C)C)o2)c1	-2	i	-22	2.8	-2	4	3	2	nt	5
CCn1cc(C(=O)NCC2CCCO2)c(=O)c2cc(F)c(N3CCN(C)CC3)cc21 (stereo not drawn)	-2	-0.2	-11	0.3	1	19	-9	-1	nt	5
CC(C)NC(=O)CCCc1cn(C)c2ccccc12	-1	i	-2	1.5	2	8	8	-6	0.6	6
O=C1NCCN/C1=C\C(=O)c1ccc(F)cc1	0	-0.4	nt	-1.2	0	5	0	-1	0.4	11
N#C/C(=C\c1c(N(Cc2ccccc2)Cc2ccccc2)nc2ccccn2c1=O)C(N)=O	-1	-1.7	10	-0.3	2	0	16	0	nt	1
CCn1cc(CN2CCC(n3nccc3NC(=O)CCCc3ccccc3)CC2)cn1	0	-3.6	-10	1.5	-3	40	8	4	-0.4	6
CCCOc1ccc(OCC(=O)c2[nH]c(C)c(C(C)=O)c2C)cc1	5	i	3	-0.9	2	6	-4	4	1.4	-2
O=C(N/N=C/c1ccccc1)c1cc[n+]([O-])cc1	5	-0.1	nt	-1.6	0	7	-5	-8	-1.5	9
Cn1c(CCN2CCCCC2)nc2cc([N+](=O)[O-])ccc21	0	5.9	-4	-0.7	-1	4	-1	-10	-0.3	-5
FC(F)(F)c1cnc(-c2cnc3c(-c4ccc(Cl)cc4)cnn3c2)c(Cl)c1	1	2.9	-1	-1.5	0	34	2	-11	nt	-1
O=C(CCCC(=O)c1ccc(O)cc1)c1ccc(O)cc1	-7	-0.6	-6	-0.2	nt	nt	-4	-8	-0.1	7
CCC1CCCCN1C(=O)CSc1nc(N)cc(=O)[nH]1 (stereo not drawn)	7	-0.4	-2	0.3	2	22	2	0	-0.2	4
CCN(CC)S(=O)(=O)c1ccc(C2=NOC3(C2)N(C)c2ccccc2C3(C)C)cc1 (stereo not drawn)	-15	-0.5	1	-0.5	0	0	34	0	1.2	-4
CCCCNCC(O)(c1ccc(Cl)cc1)c1ccc(Cl)cc1	-7	-0.5	-18	-0.1	1	20	-2	-1	0.2	2
O=C(Cc1cccc(C(F)(F)F)c1)Nc1ccccc1	4	-0.5	1	0.3	-7	-3	-7	1	2.8	9
CCC(C)NC(=O)CN1C(=O)NC2NC(=O)NC21 (stereo not drawn)	2	-2.4	2	-0.7	-3	13	10	1	0.8	3
CN1CCN(c2ccc(F)cc2N)CC1	-1	-0.3	4	0.1	3	8	4	0	-0.6	4
CC1(C)CC(=O)C(C=NCC(O)c2ccccc2)=C(O)C1 (stereo not drawn)	-2	0.6	-17	0.4	2	10	4	-1	nt	0
CC(C)(C)c1ccc(CC(=O)N2CCC2(C)C(=O)Nc2cccc3ccccc23)cc1 (stereo not drawn)	nt	-0.9	nt	nt	nt	nt	23	-1	0.4	nt
CCCC(O)(c1ccccc1)C(CN1CCOCC1)c1ccccc1 (stereo not drawn)	-2	-0.4	-8	-1.6	-3	-6	24	2	0.7	-2
O=C(CSc1nnnn1-c1cccc2ccccc12)Nc1ccc(C(=O)O)cc1	-3	i	-15	-1.8	5	-3	7	16	-0.7	7
c1ccc(OCCOCCN2CCOCC2)cc1	-2	-0.8	-12	0.2	-6	39	-3	-2	nt	-8
CCOC(=O)C(=O)N1CCN(c2cc3c(cc2[N+](=O)[O-])n(C)c(=O)n3C)CC1	-3	i	-1	0.3	-1	2	0	-8	0.8	2
COc1cc(-c2nnc(CSc3nnc(Nc4ccc(Oc5ccccc5)cc4)s3)o2)cc(OC)c1OC	-10	-0.2	10	1.6	4	-5	4	4	1.1	-2
C=C1C(=O)N(C)CCC1C(CC)C(=O)OC (stereo not drawn)	nt	i	nt	nt	nt	nt	0	-10	1.3	3
Cc1c(N=Cc2cccs2)c(=O)n(-c2ccccc2)n1C	5	-1.4	-3	0.0	-1	-17	9	-3	-3.4	-1
COc1cccc(C(=O)Nc2cc(=O)n(C)c(=O)n2C)c1OC	9	-0.3	-23	-2.0	0	25	1	0	-1.3	4
CC(=O)Nc1cccc(NC(=O)CSc2nc(C3CC3)nc3ccccc23)c1	8	-1.5	-2	-0.2	1	-14	26	0	1.0	5
N=C(N)Cc1ccccc1Sc1ccccc1	-6	-0.7	-12	-1.7	-1	-4	-4	-6	nt	13
CCOC(=O)c1ccccc1NC(=O)c1ccc(Cl)c(S(=O)(=O)N2CCOCC2)c1	-5	1.3	-17	0.4	-1	nt	20	-9	nt	-8
COc1ccc(Cl)cc1NS(=O)(=O)c1cccc(C(=O)NCC2(N(C)C)CCCCC2)c1	nt	0.8	-7	-1.0	0	9	1	-3	0.6	-3
O=C1CN(C(=O)/C=C/c2cc(Br)ccc2F)CCN1	0	-1.3	-5	0.8	1	19	1	-2	4.0	-17

The final five entries of the section before are carried over, then new ones follow.
SMILES	Rv3671c protease	Vc quorum ag	PriA SSB inh	PfHsp40 yeast	3CLpro inhibitor	DUSP3 inh	Yp Topo-I inh	Anthrax LF prot	TcdB GH inh	MazF activator
CC(=O)Nc1cccc(NC(=O)CSc2nc(C3CC3)nc3ccccc23)c1	8	-1.5	-2	-0.2	1	-14	26	0	1.0	5
N=C(N)Cc1ccccc1Sc1ccccc1	-6	-0.7	-12	-1.7	-1	-4	-4	-6	nt	13
CCOC(=O)c1ccccc1NC(=O)c1ccc(Cl)c(S(=O)(=O)N2CCOCC2)c1	-5	1.3	-17	0.4	-1	nt	20	-9	nt	-8
COc1ccc(Cl)cc1NS(=O)(=O)c1cccc(C(=O)NCC2(N(C)C)CCCCC2)c1	nt	0.8	-7	-1.0	0	9	1	-3	0.6	-3
O=C1CN(C(=O)/C=C/c2cc(Br)ccc2F)CCN1	0	-1.3	-5	0.8	1	19	1	-2	4.0	-17
CCN(CC)c1ccc(NC(=O)CN(C)Cc2cccs2)cc1	11	-0.5	32	-0.8	2	53*	29	-4	-0.7	5
c1ccc(Cn2ncc3c(N4CCOCC4)ncnc32)cc1	-3	nt	0	-1.6	-3	18	7	-1	nt	4
Oc1ccc(/C=N/N2CCN(Cc3ccccc3)CC2)cc1	12	-0.3	nt	-0.5	3	20	4	-7	18*	2
Cc1ccc(S(=O)(=O)Nc2ccc(NC(=O)c3cccnc3)cc2)cc1	3	-0.2	-9	-1.5	5	8	9	-2	5.4	7
CCc1ccc(NC(=O)CSc2nnnn2C)cc1	5	-0.3	-11	0.2	-3	8	1	-1	-1.3	-20
C/C=C/C(=O)OCC(=O)Nc1ccc(OC)c(OC)c1	3	-1.0	5	-0.3	2	40	1	-3	0.8	0
CN(/N=C/c1cccs1)c1cc(=O)n(C)c(=O)[nH]1	-9	-3.6	nt	-1.4	2	22	-4	4	nt	8
CS(=O)(=O)c1ccc2nc(NC(=O)c3ccc(Cn4cc(Br)cn4)o3)sc2c1	-11	0.8	-22	0.5	2	0	3	0	0.4	-1
O=[N+]([O-])c1cccnc1Sc1n[nH]c(-c2ccc(Cl)cc2)n1	-51	-0.8	0	0.0	5	25	0	-10	0.5	-13
CCOc1ccc(-n2c(=S)sc3c(=O)[nH]c(SCC(=O)NCc4ccco4)nc32)cc1	-4	0.5	4	0.3	9	5	2	0	nt	-2
COc1ccc(-n2c(CN3CCN(C)CC3)nc3ccc([N+](=O)[O-])cc3c2=O)c(OC)c1	-1	-0.7	-1	-0.3	3	32	-1	-4	1.0	-2
O=C(COC(=O)/C=C/c1ccc(Cl)cc1Cl)Nc1cc(C(F)(F)F)ccc1N1CCOCC1	-9	-0.2	7	0.1	7	-5	-8	0	-0.4	-8

These rows are one share of the data, so the mix of outcomes need not match the whole.
